Source: PubChem BioAssay (several laboratories)
NOD2 inhibition: inhibition of NOD2-driven NF-kB reporter – cell-based, luminescence, uHTS, HEK293 (AID 1566); HEK293 NOD2/NF-kB luciferase reporter, luminescence; higher % means a stronger effect; inhibition, % at 4 µM; hits with a dose series show EC50 in µM; 0.63% of 290,000 active; also: many of its hits are not listed in these tables
Siah-1 displacement: blockers of Siah-1 interaction with plectin peptide – biochemical, fluorescence polarization, rhodamine-plectin, uHTS, primary screen (AID 1817) | 0.02% of 290,000 active | displacement, % at 20 µM, or IC50 in µM where a hit was titrated | Siah-1 / rhodamine-plectin peptide fluorescence polarization; higher % means a stronger effect;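 active = displacement of at least 50% at 20 µM, with a fluorescence ratio check between 0.3 and a set limit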;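 also: plate controls were Siah plus tracer with DMSO for no effect and tracer alone without Siah for full effect; strong numbers were not always called active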
HIV peptide binding: cell-free HIV fusion peptide-binding blockers – biochemical, uHTS, fluorescence dequenching, primary screen (AID 1986); cell-free peptide binding, fluorescence dequenching, 30 min; higher % means a stronger effect; one-dose inhibition, % at 20 µM; IC50 in µM for titrated hits; 0.3% of 290,000 active; in the data active = inhibition mostly above about 52%, no sharp cut-off; inactive = mostly below about 76%; also: some results filed as inactive read as strong as hits
NOD1 inhibition: NOD1 signaling inhibitors, primary screen, cell-based, luminescence, uHTS (AID 1578); NOD1-driven NF-kB luciferase reporter cells, luminescence; higher % means a stronger effect; inhibition, % at 4 µM, or EC50 in µM where a hit was titrated; 1% of 290,000 active; in the data active = inhibition mostly above about 36%, no sharp cut-off; inactive = mostly below about 34%;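 also: HEK-293T reporter cells stimulated with the NOD1 agonist gamma-tri-DAP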
Myeloid diff 2: promotes myeloid progenitor differentiation | ER-HoxA9 myeloid progenitors, lysozyme-GFP differentiation, flow cytometry | calls only at 10 µM | 1% of 360,000 active;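 active = normalized GFP-positive differentiation at or above the plate's own cutoff, the solvent-only control mean plus 3 SD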;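 also: cells exposed to compound for four days before flow analysis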
LYP phosphatase: PTPN22 lymphoid phosphatase activity blockers – biochemical, fluorescence intensity, uHTS (AID 1779); recombinant LYP phosphatase, fluorescence intensity; higher % means a stronger effect; inhibition, % at 11.5 µM; hits with a dose series show IC50 in µM; 0.054% of 290,000 active;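 also: plate controls were vehicle with enzyme for no effect and no enzyme for full effect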
PhoP inhibition: PhoP-dependent GFP reporter repression – Salmonella Typhimurium, primary screen (AID 1863); inhibition, % at 50 µM; hits with a dose series show IC50 in µM; S. Typhimurium PhoP-regulated promoter GFP reporter, 4 h; higher % means a stronger effect; 0.16% of 300,000 active;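 active = inhibition over 29.93%, a cutoff 3 SD above the screen mean, later confirmed by dose response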;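 also: 0% = low Mg2+ inducing control and 100% = high Mg2+ repressing control; strong numbers were not always called active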
KOR beta-arrestin-1: kappa opioid receptor blockers – cell-based, luminescence, uHTS (AID 1778) | inhibition, % at 10 µM; hits with a dose series show IC50 in µM | KOR beta-arrestin recruitment, luminescence, antagonist mode; higher % means a stronger effect | 0.091% of 290,000 active; also: strong numbers were not always called active
KOR beta-arrestin-2: KOR agonists, beta-arrestin recruitment, primary screen, cell-based, luminescence, uHTS (AID 1777) | KOR beta-arrestin recruitment, luminescence; higher % means a stronger effect | activation, % at 10 µM, or EC50 in µM where a hit was titrated | 0.02% of 280,000 active; in the data active = activation above about 50%, passing the limit was not always enough; also: a part of the inactive calls stands beside numbers as strong as those of hits
Myeloid diff 2 GFP+ MAC1+ %: also measured in Myeloid diff 2; calls as there; GFP+ MAC1+ double positive, %; measured here: differentiation confirmed by MAC1 staining
* = called active by the depositor; i = inactive; · = no result given; + = active, no number; [ ] = another dose, or the depositor's remark. Rule as the data show it, unless noted: active = inhibition above about 50%; inactive = the rest.

Molecule	NOD2 inhibition	Siah-1 displacement	HIV peptide binding	NOD1 inhibition	Myeloid diff 2	Myeloid diff 2 GFP+ MAC1+ %	LYP phosphatase	PhoP inhibition	KOR beta-arrestin-1	KOR beta-arrestin-2
Cc1cc(C)nc(Nc2ccc(N3CCOCC3)cc2)n1	-12%	2%	0.3%	-60%	i	0.5	6%	-3%	6%	-1.4%
CCN(CC)S(=O)(=O)c1cccc(-c2n[nH]c(=S)n2/N=C/c2ccc(C(=O)OC)cc2)c1	13%	9%	21%	-2%	i	0.1	3%	0%	-33%	-1.5%
Cc1ccccc1N=C1NC(=O)C(CO)(CO)S1	8%	2%	1.6%	13%	i	1.2	-6%	11%	-15%	3.8%
COc1ccc(CN2CCCC(N3CCN(c4ccc(OC)cc4)CC3)C2)cc1 (stereo not drawn)	4%	-4%	-0.9%	-4%	i	1.1	-5%	4%	-14%[20 µM]	3.3%
N#Cc1ccccc1NC(=O)COC(=O)/C=C/c1cn(-c2ccccc2)nc1-c1ccc(Cl)cc1	13%	-4%	-0.6%	-17%	i	0.7	-9%	1%	-7%[20 µM]	-5.1%
CCC(Cc1ccccc1)NC(=O)C1CCN(S(=O)(=O)c2ccc3c(c2)CC(C)N3C(C)=O)CC1 (stereo not drawn)	-10%	-2%	-0.3%	-3%	i	3.9	-1%	·	6%[20 µM]	3.0%
O=C(CNC(=S)N(Cc1ccccc1F)C1CCCCC1)NCCCN1CCOCC1	14%	-3%	0.8%	-35%	·	·	2%	-1%	-23%	-0.7%
CC(NC(=O)C(C)N1CCN(Cc2ccccc2)CC1)c1ccc(F)cc1 (stereo not drawn)	-16%	2%	-1.7%	-17%	i	0.5	-9%	0%	-29%	5.3%
CCCCn1c(N)c(N(Cc2ccccc2OC)C(=O)CSCC(=O)Nc2cccc(C)c2)c(=O)[nH]c1=O	9%	5%	2.1%	-13%	i	2.4	-9%	0%	3%	1.6%
COc1cc2c3c(c1)/C(=C1/SC(=S)NC1=O)C(=O)N3C(C)(C)C=C2C	22%	-2%	4.0%	35%	i	0.3	2%	10%	-5%	7.4%
CCOc1cccc(OCCCCN2CCCCC2)c1	-5%	-1%	-1.5%	-10%	i	0.2	-4%	-17%	12%	5.8%
COc1ccc(CNc2nc3ccccc3n2CCN2CCOCC2)cc1	14%	-2%	-0.7%	-44%	i	0.9	-6%	3%	·	·
COc1nc(-c2ccc(Cl)cc2)ccc1-c1noc(-c2ccco2)n1	16%	-2%	1.0%	-32%	i	0.9	-4%	-14%	44%	-5.0%
O=C(CSc1ccccc1)N1CCCC(N2CCN(c3cccc(Cl)c3)CC2)C1 (stereo not drawn)	-11%	-4%	0.1%	-16%	i	1.3	-5%	-2%	22%	-2.9%
CCS(=O)(=O)N1CCC(NC(=O)C(Cc2cccc(OC)c2OC)NC(C)=O)CC1 (stereo not drawn)	12%	-2%	8.8%	-7%	i	0.4	-8%	·	-72%[20 µM]	-0.8%
O=C(Cc1cccs1)N1CCN(c2ccccn2)CC1	-2%	2%	0.5%	10%	i	2.4	-4%	8%	-11%	6.2%
COCC1CCCN(Cc2cn(Cc3ccccc3)nc2-c2cc3ccccc3o2)C1 (stereo not drawn)	12%	-2%	-1.0%	0%	i	0.8	-11%	0%	14%	·
Cc1ccc(NC(=O)c2ccc(Cl)cc2Cl)cc1O	-61%	17%	-0.8%	-8%	i	0.0	-5%	-10%	18%	0.2%
Cc1ccccc1S(=O)(=O)Cc1ccc(C(=O)NCCCN2CCC(C)CC2)o1	-5%	-4%	1.7%	2%	i	2.0	-12%	-2%	-15%	-3.0%
O=C1Cc2ccccc2C(c2ccccc2)N1 (stereo not drawn)	-19%	-4%	1.4%	17%	i	5.6	-4%	2%	-74%	1.7%
Brc1ccc(-c2nc(-c3cccnc3)no2)o1	-23%	1%	1.2%	-45%	i	0.5	-9%	16%	19%	-3.9%
O=C(COC(=O)c1ccc(Cl)c(S(=O)(=O)N2CCCCCC2)c1)Nc1ccccc1	10%	0%	1.5%	40%	i	0.2	0%	-3%	·	6.0%
CCCN1CNC(=S)N(CCc2ccccc2)C1	12%	13%	-0.4%	-14%	i	0.8	-7%	-11%	19%	-2.7%
O=C(CN(Cc1ccco1)C(=O)CNS(=O)(=O)c1ccc(F)cc1)NCc1ccc(F)cc1	-15%	2%	-1.1%	-10%	i	1.0	-6%	9%	-12%	0.4%
COc1cccc(NC(=O)Cc2nnc(SCCOc3ccccc3)n2C)c1	10%	0%	2.7%	·	i	0.9	1%	-5%	-21%	-0.6%
COCCn1c(C)cc(C(=O)COC(=O)c2ccccc2Br)c1C	69%*	16%	0.5%	68%*	i	0.4	-4%	-5%	-7%	5.9%
CCOC(=O)c1sc(NC(=O)COC(=O)Cn2cnc3ccccc32)c(C(=O)OCC)c1C	-2%	-4%	1.4%	-32%	i	0.4	-2%	-5%	12%	-6.8%
Cc1cc(/C=C2\SC(=O)N(CC(=O)Nc3ccccc3F)C2=O)c(C)n1C	-14%	-1%	3.8%	6%	i	0.6	-3%	-10%	-1%	-4.3%
COc1ccc(CCNC(=S)Nc2cc(C)cc(C)c2)cc1	0%	1%	-0.7%	-3%	i	0.6	3%	5%	16%	-2.7%
COc1ccc(-n2nnnc2SCC(=O)Nc2ccc(OC)cc2OC)cc1	0%	-1%	-0.4%	7%	i	0.4	-4%	-1%	-73%[20 µM]	4.4%
Cc1cc(NC(=O)CSc2nc(-c3cccs3)cc(C(F)(F)F)n2)no1	-9%	1%	1.9%	·	+	17*	0%	-7%	-137%	2.8%
COc1ccc(C)cc1N(CC(=O)N1CCOCC1)S(C)(=O)=O	2%	12%	-0.1%	-24%	i	0.5	-11%	-1%	18%[20 µM]	3.3%
OC(C#CCN1CCCCC1)c1ccccc1 (stereo not drawn)	13%	2%	3.0%	-10%	i	1.0	-8%	12%	9%	-4.9%
O=C(CCCCCN1C(=O)[C@@H]2Cc3ccccc3CN2C1=O)Nc1ccccc1F	15%	-6%	-1.2%	1%	i	4.7	-2%	5%	-1%	-3.6%
C=CCN=C1NN=C(c2cc(C)n(CC=C)c2C)CS1	74%*	-4%	20%	86%*	i	0.0	-6%	28%	9%	1.6%
COc1ccccc1/C=C/C(=O)Nc1ccc(S(=O)(=O)Nc2cc(C)on2)cc1	9%	7%	8.5%	4%	i	4.7	-6%	-2%	-28%	5.8%
CC(=O)N1N=C(c2ccco2)CC1c1ccco1 (stereo not drawn)	13%	-1%	0.7%	-14%	i	0.3	-5%	-1%	-53%[20 µM]	-1.1%
CCCCCOC(=O)Cn1c(=O)oc2ccc(C)cc21	21%	8%	-0.9%	-27%	i	0.2	-5%	9%	-9%	7.9%
CCN1CCN(C(=O)C2CCCN(S(=O)(=O)c3cc(Cl)ccc3Cl)C2)CC1 (stereo not drawn)	20%	12%	-0.3%	-28%	i	0.8	-7%	-4%	-6%	-0.3%
O=[N+]([O-])c1ccc2c(c1)Nc1nc3ccccc3nc1N2	-16%	-5%	-2.1%	-28%	i	0.3	-9%	0%	9%	0.3%
N#CC1=C(N)N(c2ccccc2)C(=O)C1	-9%	0%	3.5%	-3%	i	0.8	-6%	0%	-10%	0.9%
O=C(CSc1nnc2scc(-c3ccccc3)n12)N1CCN(Cc2ccccc2)CC1	7%	0%	0.4%	·	i	5.8	5%	-4%	3%	-0.1%
Cc1ccc(NS(=O)(=O)c2ccc(C(=O)NCC(c3ccco3)N(C)C)cc2)cc1 (stereo not drawn)	12%	4%	1.3%	-21%	i	3.2	-5%	2%	9%	0.0%
CC(=O)Nc1ccc(NC(=O)C2CC(=O)Nc3nc4ccccc4n32)cc1 (stereo not drawn)	12%	-2%	-0.2%	1%	i	0.2	-2%	-6%	·	·
CCc1ccc(-c2ccc(SCc3ccccn3)nn2)cc1	-55%	-2%	-0.5%	-37%	i	0.1	-1%	-3%	-41%	3.1%
CCOc1ccc(NC(=O)C(=O)NCCN2CCN(C(=O)c3ccc(C)cc3)CC2)cc1	17%	2%	-0.9%	-6%	i	0.3	-6%	-1%	27%	-1.8%
Cc1ccc(OCC(=O)Nc2ccccc2C(=O)NC2CC2)cc1C	11%	9%	1.8%	-26%	i	0.6	-11%	4%	-9%	-1.3%
CCOC(=O)C1CCCCN1C(=O)c1ccc2nc(Cc3ccc(OC)cc3)oc2c1 (stereo not drawn)	24%	5%	-1.2%	-9%	i	1.3	-9%	2%	-1%	-2.3%
CCCCn1c(SCC(=O)NC2CCS(=O)(=O)C2)nc2ccccc2c1=O (stereo not drawn)	8%	-2%	-2.0%	-19%	i	0.6	-9%	-5%	17%	1.0%
OCCNc1ncnc2c1nnn2Cc1ccccc1	9%	-2%	0.9%	13%	i	0.6	-11%	·	-38%[20 µM]	-3.2%
COc1ccc(-c2noc(C3CCCN(C(=O)c4ccccc4OC)C3)n2)cc1 (stereo not drawn)	28%	12%	2.6%	13%	i	1.1	-11%	1%	-18%[20 µM]	-0.2%
O=C(O)c1cn(-c2ccc(N3CCCC3)c(F)c2)c2c(F)c(F)c(F)cc2c1=O	17%	21%	17%	-1%	·	·	-4%	-7%	-9%	4.5%
COc1cc(NC(=O)Cc2cccc3ccccc23)c(C(=O)O)cc1OC	14%	7%	6.4%	-20%	i	0.2	-12%	-6%	-24%[20 µM]	-0.4%
O=C(CCc1ccccc1)NCCc1nc2ccccc2[nH]1	10%	3%	-0.3%	-26%	i	0.2	-4%	-1%	6%	-3.3%
Cc1ccccc1Cn1cc(/C=N/n2cnnc2)c2ccccc21	17%	-1%	-0.2%	14%	i	1.0	2%	0%	5%	-3.3%
Cc1cc(C)c2[nH]c(=O)c(CN(Cc3nnnn3C3CCCC3)C3CCCCC3)cc2c1	-8%	-1%	1.0%	-10%	i	0.8	5%	11%	-46%	-3.5%
CC(=O)Nc1cc(-c2ccccc2)ccc1O	-13%	-5%	-2.2%	11%	i	1.1	-8%	7%	-34%	0.5%

Whole records from above:
Cc1cc(C)c2[nH]c(=O)c(CN(Cc3nnnn3C3CCCC3)C3CCCCC3)cc2c1 across the screens: NOD2 inhibition = -8%; Siah-1 displacement = -1%; HIV peptide binding = 1.0%; NOD1 inhibition = -10%; Myeloid diff 2 = i; Myeloid diff 2 GFP+ MAC1+ % = 0.8; LYP phosphatase = 5%; PhoP inhibition = 11%; KOR beta-arrestin-1 = -46%; KOR beta-arrestin-2 = -3.5%
O=C(CSc1nnc2scc(-c3ccccc3)n12)N1CCN(Cc2ccccc2)CC1 across the screens: NOD2 inhibition = 7%; Siah-1 displacement = 0%; HIV peptide binding = 0.4%; NOD1 inhibition = ·; Myeloid diff 2 = i; Myeloid diff 2 GFP+ MAC1+ % = 5.8; LYP phosphatase = 5%; PhoP inhibition = -4%; KOR beta-arrestin-1 = 3%; KOR beta-arrestin-2 = -0.1%

A portion of the library; count on the stated rates, not on these rows.
